Compound activity deposited in PubChem BioAssay by The Scripps Research Institute Molecular Screening Center.
PAFAH1B3 FP inh: blocks human PAF acetylhydrolase 1B catalytic subunit 3; Q15102; recombinant PAFAH1B3, FP-rhodamine probe, fluorescence polarization; inhibition, % at 3.39 µM; 0.28% of 340,000 active; AID 492972;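 active = inhibition above the screen-wide average of all tested compounds plus 3 SD, cut at about 25% in these data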;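 note: 0% = enzyme with DMSO only and 100% = wells lacking PAFAH1B3 protein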
PAFAH1B2 inh: inhibitors of human PAFAH1B2; P68402; 1.2% of 340,000 active; AID 492953; inhibition, % at 3.39 µM; recombinant PAFAH1B2, FP-rhodamine activity probe, fluorescence polarization;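 active = inhibition above the mean of all tested compounds plus 3 SD, cut at about 24% in these data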;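 note: 0% = enzyme with DMSO and 100% = wells lacking PAFAH1B2; many of its hits are not listed in these tables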
PME-1 inh: blocks human protein phosphatase methylesterase 1; inhibition, % at 5.9 µM; recombinant PME-1, FP-Rh probe fluorescence polarization; Q9Y570; 0.53% of 320,000 active;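 active = inhibition above the campaign mean of all compounds plus 3 SD, cut at about 26% in these data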;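 note: competitive labeling of PME-1 active site by serine hydrolase directed probe; 0% = PME-1 with DMSO and 100% = wells lacking PME-1 enzyme; inhibitors block probe labeling so polarization falls and inhibition rises; many of its hits are not listed in these tables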
Target sequence (Q9Y570 whole entry, looked up): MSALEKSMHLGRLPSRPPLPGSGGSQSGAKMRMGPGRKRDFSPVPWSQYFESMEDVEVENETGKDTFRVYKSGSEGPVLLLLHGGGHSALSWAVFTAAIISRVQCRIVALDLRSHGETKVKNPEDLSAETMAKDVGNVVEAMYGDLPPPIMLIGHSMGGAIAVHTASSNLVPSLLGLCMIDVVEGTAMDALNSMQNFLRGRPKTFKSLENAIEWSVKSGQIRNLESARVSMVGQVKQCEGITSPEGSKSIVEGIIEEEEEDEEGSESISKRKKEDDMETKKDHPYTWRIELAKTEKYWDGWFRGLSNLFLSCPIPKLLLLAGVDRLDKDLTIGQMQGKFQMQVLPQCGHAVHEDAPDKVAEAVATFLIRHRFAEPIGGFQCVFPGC
PAD4 inh: blocks human protein arginine deiminase 4; Q9UM07; inhibition, % at 6.36 µM; recombinant PAD4, RCA probe fluorescence polarization; 0.41% of 330,000 active;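 active = percent inhibition above a cutoff equal to the mean of all tested compounds plus 3 SD, cut at about 15% in these data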;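 note: 0% = PAD4 with RCA probe and DMSO and 100% = probe without PAD4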
pPAFAH FP inh: inhibitors of human plasma PAF acetylhydrolase (pPAFAH); Q13093; recombinant pPAFAH, FP-rhodamine probe fluorescence polarization; inhibition, % at 3.39 µM; 1.5% of 330,000 active;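 active = inhibition above the mean inhibition across the screen plus 3 SD, cut at about 25% in these data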;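 note: inhibitors block binding of the rhodamine activity-based probe so polarization drops; 0% = enzyme with DMSO and 100% = wells lacking pPAFAH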
GSTO1 counter: counter-screen for RBBP9 inhibitors: inhibitors of human GSTO1. 1.1% of 300,000 active. recombinant GSTO1, activity-based probe fluorescence polarization. P78417. inhibition, % at 5.96 µM;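 active = inhibition above the campaign mean inhibition plus 3 SD, cut at about 35% in these data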;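 note: 0% = GSTO1-1 with DMSO and 100% = wells lacking GSTO1-1 enzyme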
Target sequence (P78417 whole entry, looked up): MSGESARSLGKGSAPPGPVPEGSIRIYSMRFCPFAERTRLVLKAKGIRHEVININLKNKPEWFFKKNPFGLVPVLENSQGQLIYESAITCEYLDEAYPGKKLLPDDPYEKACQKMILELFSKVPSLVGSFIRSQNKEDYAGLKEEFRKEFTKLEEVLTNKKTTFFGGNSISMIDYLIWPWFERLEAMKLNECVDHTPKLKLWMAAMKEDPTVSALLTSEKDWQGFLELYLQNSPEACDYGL
LYPLA2 counter: blocks human lysophospholipase 2, a PME1 counter-screen; recombinant LYPLA2, FP-Rh probe fluorescence polarization; inhibition, % at 5.9 µM; 0.38% of 320,000 active;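 active = inhibition above the screen-wide mean plus 3 SD, limit set per campaign, cut at about 26% in these data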;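 note: 0% = LYPLA2 with DMSO and 100% = wells lacking LYPLA2 enzyme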
LYPLA1 counter: blocks human lysophospholipase 1, a PME1 counter-screen; 0.16% of 320,000 active; inhibition, % at 5.9 µM; AID 2174; recombinant LYPLA1, FP-Rh probe fluorescence polarization; O75608;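 active = inhibition above the mean of all tested compounds plus 3 SD, set per campaign, cut at about 14% in these data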;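 note: inhibitors block serine hydrolase probe labeling of LYPLA1 so polarization falls; 0% = enzyme with DMSO and 100% = wells lacking LYPLA1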
Target sequence (O75608 whole entry, looked up): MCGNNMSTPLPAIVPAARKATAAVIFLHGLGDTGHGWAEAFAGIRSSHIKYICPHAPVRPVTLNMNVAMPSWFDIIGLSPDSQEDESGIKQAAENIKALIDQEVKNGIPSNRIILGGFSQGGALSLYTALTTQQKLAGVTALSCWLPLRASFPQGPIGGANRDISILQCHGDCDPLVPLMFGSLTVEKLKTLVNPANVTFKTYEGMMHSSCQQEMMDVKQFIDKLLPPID
PREPL inh: inhibitors of human prolyl oligopeptidase-like enzyme PREPL; Q4J6C6; recombinant PREPL, fluorescence polarization activity-based probe; inhibition, % at 5.96 µM; 0.68% of 320,000 active; in the data active = inhibition above about 43%;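 note: 0% = enzyme with DMSO and 100% = wells lacking enzyme; many of its hits are not listed in these tables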
Starred values were filed as active, the others as inactive. Not all compounds are listed; the hit share may differ from the screen's.

`COc1ccc2c(c1)C(=O)CC(c1ccccc1F)O2` (configuration not stated) gave PAFAH1B3 FP inh 7, PAFAH1B2 inh 6, PME-1 inh -11, PAD4 inh -2, pPAFAH FP inh 5, GSTO1 counter -6, LYPLA2 counter 2, LYPLA1 counter -5 and PREPL inh -9.
`COc1ccc(NS(=O)(=O)c2ccc(O)c(C(=O)OCC(=O)N3CC(C)OC(C)C3)c2)cc1` (configuration not stated) gave PAFAH1B3 FP inh -3, PAFAH1B2 inh 11, PME-1 inh -1, PAD4 inh -2, pPAFAH FP inh 12, GSTO1 counter -3, LYPLA2 counter 6, LYPLA1 counter -1 and PREPL inh 6.
`CCOCCCNC(=O)c1ccc(Cn2c(=S)[nH]c3c([nH]c4ccc(OC)cc43)c2=O)cc1` gave PAFAH1B3 FP inh -1, PAFAH1B2 inh 3, PME-1 inh -9, PAD4 inh -1, pPAFAH FP inh 3, GSTO1 counter -5, LYPLA2 counter -2, LYPLA1 counter 0 and PREPL inh 9.
For O=C(NCCc1csc(-c2cccnc2)n1)c1cccs1 the results were PAFAH1B3 FP inh 8, PAFAH1B2 inh 2, PME-1 inh 3, PAD4 inh -1, pPAFAH FP inh -3, GSTO1 counter -2, LYPLA2 counter 1, LYPLA1 counter 0 and PREPL inh 8.
O=C(Nc1c(C(=O)O)[nH]c2ccccc12)c1cccc(C(F)(F)F)c1 was read as PAFAH1B3 FP inh 4, PAFAH1B2 inh 14, PME-1 inh 6, PAD4 inh -2, pPAFAH FP inh 9, GSTO1 counter -23, LYPLA2 counter 3, LYPLA1 counter -1 and PREPL inh 10.
Cc1nc2c(=O)n(C)c(=O)[nH]c2n1Cc1ccccc1 was read as PAFAH1B3 FP inh 2, PAFAH1B2 inh -1, PME-1 inh -1, PAD4 inh 0, pPAFAH FP inh -2, GSTO1 counter -1, LYPLA2 counter -4, LYPLA1 counter 1 and PREPL inh 1.
For CCOc1ccccc1NC(=O)Cn1nnc(C(=O)NCc2cccs2)c1N the results were PAFAH1B3 FP inh 12, PAFAH1B2 inh 3, PME-1 inh 6, PAD4 inh -3, pPAFAH FP inh 5, GSTO1 counter 11, LYPLA2 counter 1, LYPLA1 counter -3 and PREPL inh 2.
`Cc1cc(C)cc(C(=O)Nc2ccc(NC(=O)Cc3ccccc3)cc2)c1` gave PAFAH1B3 FP inh 8, PAFAH1B2 inh 0, PME-1 inh -15, PAD4 inh -1, pPAFAH FP inh 0, GSTO1 counter 8, LYPLA2 counter -9, LYPLA1 counter -2 and PREPL inh 5.
`O=C(Nc1ccc(F)cc1)Nc1sccc1-c1nc2ccccc2s1` gave PAFAH1B3 FP inh -1, PAFAH1B2 inh -5, PME-1 inh -10, PAD4 inh -15, pPAFAH FP inh 4, GSTO1 counter -27, LYPLA2 counter -20, LYPLA1 counter -19 and PREPL inh 3.
For Cn1c(C(C#N)C(=O)Cc2cccc3ccccc23)nc2ccccc21 (configuration not stated) the results were PAFAH1B3 FP inh 7, PAFAH1B2 inh 5, PME-1 inh -4, PAD4 inh -2, pPAFAH FP inh 15, GSTO1 counter 10, LYPLA2 counter -11, LYPLA1 counter 1 and PREPL inh 3.
`CC(=O)Oc1ccc(-c2csnn2)cc1` gave PAFAH1B3 FP inh -2, PAFAH1B2 inh 3, PME-1 inh 0, PAD4 inh -5, pPAFAH FP inh -1, GSTO1 counter 11, LYPLA2 counter 6, LYPLA1 counter 3 and PREPL inh 13.
CCCCCNCc1ccc(OCc2ccc(Cl)nc2)c(OC)c1 was read as PAFAH1B3 FP inh -2, PAFAH1B2 inh -4, PME-1 inh -3, PAD4 inh 3, pPAFAH FP inh -2, GSTO1 counter 0, LYPLA2 counter 17, LYPLA1 counter 2 and PREPL inh -2.
`O=C1NN(c2cccc(Br)c2)C(=O)/C1=C/c1cccs1` gave PAFAH1B3 FP inh 6, PAFAH1B2 inh 13, PME-1 inh 5, PAD4 inh -3, pPAFAH FP inh 8, GSTO1 counter 0, LYPLA2 counter 8, LYPLA1 counter -5 and PREPL inh 3.
`COc1ccc(-c2c[n+]3c4n2CCCCC4=C(c2ccc(Br)cc2)C3)cc1` gave PAFAH1B3 FP inh 0, PAFAH1B2 inh 0, PME-1 inh 0, PAD4 inh -15, pPAFAH FP inh 16, GSTO1 counter -2, LYPLA2 counter 0, LYPLA1 counter -1 and PREPL inh 49*.
`CCn1nc(C)c(CN2CCN(Cc3cccc(OC)c3)C(CCO)C2)c1C` (configuration not stated) gave PAFAH1B3 FP inh -1, PAFAH1B2 inh 6, PME-1 inh 5, PAD4 inh -2, pPAFAH FP inh 6, GSTO1 counter 0, LYPLA2 counter -6, LYPLA1 counter -2 and PREPL inh -2.
Screening COc1cccc(CNc2ncnc3ccc(-c4c(C)noc4C)cc23)c1 returned PAFAH1B3 FP inh 8, PAFAH1B2 inh 2, PME-1 inh 4, PAD4 inh 1, pPAFAH FP inh 3, LYPLA2 counter 2, LYPLA1 counter 0 and PREPL inh 10.
For COc1ccccc1-c1sc2cc3c(cc2c1C#Cc1ccccn1)OCO3 the results were PAFAH1B3 FP inh -1, PAFAH1B2 inh -1, PME-1 inh -7, PAD4 inh 3, pPAFAH FP inh 0, LYPLA2 counter -1, LYPLA1 counter -2 and PREPL inh 13.
`COc1ccc(C2=NN(C(=O)c3cccc([N+](=O)[O-])c3)C(c3cccc([N+](=O)[O-])c3)C2)cc1` (configuration not stated) gave PAFAH1B3 FP inh 5, PAFAH1B2 inh 1, PME-1 inh 3, PAD4 inh -4, pPAFAH FP inh 4, GSTO1 counter -5, LYPLA2 counter 2, LYPLA1 counter -2 and PREPL inh 21.
O=c1c2ccccc2nnn1CSc1nnc(Nc2ccccc2)s1 was read as PAFAH1B3 FP inh 3, PAFAH1B2 inh 0, PME-1 inh -7, PAD4 inh 5, pPAFAH FP inh 6, GSTO1 counter 2, LYPLA2 counter 1, LYPLA1 counter -2 and PREPL inh -10.
`Cc1onc(-c2ccccc2Cl)c1C(O)c1ccc(F)cc1` (configuration not stated) gave PAFAH1B3 FP inh -1, PAFAH1B2 inh 4, PME-1 inh -5, PAD4 inh -4, pPAFAH FP inh -3, GSTO1 counter 12, LYPLA2 counter 5, LYPLA1 counter 6 and PREPL inh 8.
`COc1ccc(-n2nc3c(N4CCC(C(=O)N5CCC(C)CC5)CC4)nnc(C)c3c2C)cc1` gave PAFAH1B3 FP inh -4, PAFAH1B2 inh 1, PME-1 inh -6, PAD4 inh -13, pPAFAH FP inh 1, GSTO1 counter 0, LYPLA2 counter -3, LYPLA1 counter -4 and PREPL inh 39.
`Nc1nc(SCC(=O)NC2CCCCC2)[nH]c(=O)c1-c1ccccc1` gave PAFAH1B3 FP inh 2, PAFAH1B2 inh -2, PME-1 inh -1, PAD4 inh -2, pPAFAH FP inh 0, GSTO1 counter 9, LYPLA2 counter 4, LYPLA1 counter 0 and PREPL inh 1.
`N/C(COc1cccc(Cl)c1)=N\NS(=O)(=O)c1ccccc1` gave PAFAH1B3 FP inh 6, PAFAH1B2 inh 7, PME-1 inh 0, PAD4 inh 2, pPAFAH FP inh -2, GSTO1 counter 1, LYPLA2 counter 3, LYPLA1 counter -1 and PREPL inh 6.
CC1CN(C(=O)CCNC(=O)c2ccc(Cl)cc2)CC(C)O1 (configuration not stated) was read as PAFAH1B3 FP inh 8, PAFAH1B2 inh 4, PME-1 inh 4, PAD4 inh 0, pPAFAH FP inh -1, GSTO1 counter 2, LYPLA2 counter -1, LYPLA1 counter 4 and PREPL inh -1.
For CC(C)(C)n1nc2c(c1NC(=O)c1c(F)cccc1F)CS(=O)(=O)C2 the results were PAFAH1B3 FP inh 3, PAFAH1B2 inh -4, PME-1 inh 0, PAD4 inh -2, pPAFAH FP inh 1, GSTO1 counter -4, LYPLA2 counter -1, LYPLA1 counter 0 and PREPL inh 11.
COC(=O)c1ccc(CNC(=O)COC(=O)c2cccs2)cc1 was read as PAFAH1B3 FP inh 1, PAFAH1B2 inh -1, PAD4 inh -6, pPAFAH FP inh 8 and PREPL inh -2.
CN1CCN(c2ncccc2S(=O)(=O)N2CCCCC2)CC1 was read as PAFAH1B3 FP inh 3, PAFAH1B2 inh -1, PME-1 inh -6, PAD4 inh -1, pPAFAH FP inh 6, GSTO1 counter 0, LYPLA2 counter 1, LYPLA1 counter 4 and PREPL inh -4.
For CCOc1cc(CNc2cccc3ccccc23)cc(Br)c1OCC(=O)NC(C)(C)C the results were PAFAH1B3 FP inh 8, PAFAH1B2 inh 3, PME-1 inh -4, PAD4 inh 2, pPAFAH FP inh 9, GSTO1 counter 9, LYPLA2 counter -1, LYPLA1 counter -1 and PREPL inh 57*.
For CS(=O)(=O)N1CCN=C1SCc1ccc(F)cc1 the results were PAFAH1B3 FP inh 10, PAFAH1B2 inh 8, PME-1 inh -2, PAD4 inh -3, pPAFAH FP inh 0, GSTO1 counter 3, LYPLA2 counter -4, LYPLA1 counter -3 and PREPL inh -7.
`COc1ccc(C(=O)NC(=S)Nc2cccc(S(=O)(=O)N3CCOCC3)c2)cc1` gave PAFAH1B3 FP inh -1, PAFAH1B2 inh 3, PME-1 inh 1, PAD4 inh -8, pPAFAH FP inh 6, GSTO1 counter 1, LYPLA2 counter 16, LYPLA1 counter 3 and PREPL inh -1.
Screening CC(=O)n1cc([C@H]2C=C(C(=O)N3CCOCC3)O[C@@H](OCCCCO)C2)c2ccccc21 returned PAFAH1B3 FP inh 4, PAFAH1B2 inh -7, PME-1 inh -1, PAD4 inh 1, pPAFAH FP inh 7, GSTO1 counter 1, LYPLA2 counter -5, LYPLA1 counter -3 and PREPL inh 9.
For Cc1ccc2c(c1)C1(OCCCO1)C(=O)N2CC#N the results were PAFAH1B3 FP inh 6, PAFAH1B2 inh -1, PME-1 inh -3, PAD4 inh -1, pPAFAH FP inh -3, GSTO1 counter 2, LYPLA2 counter 0, LYPLA1 counter -2 and PREPL inh 16.
`Cc1ccc(C(=O)Cn2nnc(-c3ccccc3-n3cnnn3)n2)cc1` gave PAFAH1B3 FP inh 10, PAFAH1B2 inh 1, PME-1 inh 9, PAD4 inh 1, pPAFAH FP inh -1, GSTO1 counter -2, LYPLA2 counter -1, LYPLA1 counter -2 and PREPL inh -11.
Screening COc1ccc(C(=O)Nc2ccc3c(c2)C(=O)N(C)C3=O)cc1OC returned PAFAH1B3 FP inh 3, PAFAH1B2 inh 2, PME-1 inh -7, PAD4 inh 2, pPAFAH FP inh 0, GSTO1 counter 6, LYPLA2 counter 3, LYPLA1 counter 2 and PREPL inh 18.
Screening COc1ccc2nc(NC(=O)Cn3cnc4c(=O)n(C)c(=O)n(C)c43)sc2c1 returned PAFAH1B3 FP inh 6, PAFAH1B2 inh -2, PME-1 inh 2, PAD4 inh 3, pPAFAH FP inh 4, GSTO1 counter 4, LYPLA2 counter 6, LYPLA1 counter 3 and PREPL inh 5.
`COc1cc(C)nc2nc(SCc3ccccc3)nn12` gave PAFAH1B3 FP inh -1, PAFAH1B2 inh 6, PME-1 inh -2, PAD4 inh 2, pPAFAH FP inh 6, GSTO1 counter 1, LYPLA2 counter 3, LYPLA1 counter 1 and PREPL inh 6.
